# M5 PAM: potentiates acetylcholine response at human M5 receptor; P08912; CHO-K1 hM5, Fluo-8 calcium, ACh EC20 PAM; 0% = ACh EC20, 100% = ACh EC100; activation, % at 3 µM; actives 0.3% (n = 360,000);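 active = activation above the run cutoff, the mean activation of all test compounds plus 3 SD, cut at about 18% in these data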
# Target sequence (P08912 whole entry, looked up): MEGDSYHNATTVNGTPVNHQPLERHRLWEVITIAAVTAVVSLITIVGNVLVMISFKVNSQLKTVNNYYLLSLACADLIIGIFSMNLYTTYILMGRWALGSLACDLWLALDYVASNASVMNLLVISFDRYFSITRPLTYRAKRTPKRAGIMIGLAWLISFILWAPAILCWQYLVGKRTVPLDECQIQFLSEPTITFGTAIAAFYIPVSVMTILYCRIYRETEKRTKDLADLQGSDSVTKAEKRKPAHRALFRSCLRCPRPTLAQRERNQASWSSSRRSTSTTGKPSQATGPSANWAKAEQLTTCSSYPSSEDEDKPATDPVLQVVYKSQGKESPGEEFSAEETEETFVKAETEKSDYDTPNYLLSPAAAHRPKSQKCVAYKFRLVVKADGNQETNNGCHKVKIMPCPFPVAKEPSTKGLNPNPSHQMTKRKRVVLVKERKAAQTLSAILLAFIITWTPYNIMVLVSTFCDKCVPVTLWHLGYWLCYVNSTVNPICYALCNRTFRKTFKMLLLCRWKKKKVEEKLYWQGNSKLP
#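 Test system: CHO-K1 hM5 cells / Doses: single-point, 3 µM nominal / Times: Post-acetylcholine fluorescence recording 140 s / Technique: Fluo-8 calcium fluorescence / Measure: Max/basal fluorescence ratio as % of EC20–EC100 ACh window / Benchmarks: low control EC20 acetylcholine (0%), high control EC100 acetylcholine (100%) / Replicates: one well per compound, no replicates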
# CRFBP-R2 agonist: CRF-BP/CRF-R2 complex agonism; HEK293 CRF-R2/CRF-BP, calcium dye fluorescence (FLIPR); percent of saturating CRF peptide response; activation, % at 13.2 µM; actives 0.46% (n = 350,000);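 active = activation of at least 50%, plus an integration ratio under a set limit after plate pattern correction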;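 also: plate controls were neutral control wells without compound for no effect and CRF at EC100 for full effect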
# CHRM1 PAM: human CHRM1 positive allosteric modulation; P11229; CHO-K1 hM1, Fluo-8 calcium fluorescence, ACh EC20; 0% = ACh EC20, 100% = maximal ACh; activation, % at 3 µM; actives 0.088% (n = 360,000); AID 588819; in the data active = activation above about 19%, passing the limit was not always enough
# Target sequence (P11229 whole entry, looked up): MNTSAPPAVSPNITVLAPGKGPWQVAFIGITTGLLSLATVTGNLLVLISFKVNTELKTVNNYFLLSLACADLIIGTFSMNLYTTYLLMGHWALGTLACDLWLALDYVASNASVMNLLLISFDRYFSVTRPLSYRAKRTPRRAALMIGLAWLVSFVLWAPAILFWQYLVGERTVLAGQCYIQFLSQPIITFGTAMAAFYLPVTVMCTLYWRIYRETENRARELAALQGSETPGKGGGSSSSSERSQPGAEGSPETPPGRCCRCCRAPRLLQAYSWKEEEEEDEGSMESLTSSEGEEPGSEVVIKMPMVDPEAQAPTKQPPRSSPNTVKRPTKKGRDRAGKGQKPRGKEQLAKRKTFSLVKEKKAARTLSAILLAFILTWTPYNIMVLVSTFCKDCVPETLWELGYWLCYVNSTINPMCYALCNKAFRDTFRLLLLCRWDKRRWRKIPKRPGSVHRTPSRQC
# M4 PAM: positive allosteric modulators of human muscarinic M4 receptor; actives 0.4% (n = 360,000); activation, % at 3 µM; AID 624126; CHO-K1 hM4/Gqi5, Fluo-8 calcium fluorescence, ACh EC20; 0% = ACh EC20, 100% = maximal ACh; P08173;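 active = activation above its plate's cutoff, the mean activation of sample wells plus 3 SD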; also: some results filed as inactive read as strong as hits
# CHRM4 antagonist: CHRM4 antagonism in calcium assay; P08173; CHO-hM4 cells, ACh EC80, Fluo-8 calcium fluorescence; inhibition, % at 3 µM; actives 0.73% (n = 360,000);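 active = inhibition above its plate's cutoff, the mean inhibition of sample wells plus 3 SD, cut at about 27% in these data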;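 also: 0% = acetylcholine EC80 with DMSO and 100% = DMSO without agonist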
# M4 ag: agonists of human muscarinic M4 receptor (CHRM4). activation, % at 3 µM. CHO-K1 hM4/Gqi5, Fluo-8 calcium fluorescence; vehicle 0%, full acetylcholine response 100%. actives 0.14% (n = 360,000). AID 624127;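 active = activation above the run mean over all test wells plus 3 SD, cut at about 32% in these data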;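 also: peak over basal fluorescence ratio per well then scaled between controls; 0% = DMSO wells and 100% = acetylcholine at EC100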
# M5 antag: CHRM5 antagonism in calcium assay; inhibition, % at 3 µM; actives 0.59% (n = 360,000); CHO-hM5 cells, Fluo-8 calcium fluorescence, ACh EC80;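 active = inhibition above a per-plate cutoff, the mean of that plate's test compounds plus 3 SD, cut at about 27% in these data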;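 also: 0% = acetylcholine EC80 with DMSO and 100% = DMSO without agonist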
# CHRM5 agonist: CHRM5 agonism in calcium assay | P08912 | CHO-K1 hM5 cells, Fluo-8 calcium fluorescence; 0% DMSO wells, 100% maximal acetylcholine response | activation, % at 3 µM | actives 0.19% (n = 360,000) | AID 624037;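 active = activation above the run's mean over test compounds plus 3 SD, cut at about 23% in these data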;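 also: signal is peak over basal fluorescence ratio across the kinetic read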
# CRFBP-R2 block: antagonists of CRF-binding protein/CRF-R2 receptor complex; HEK293 CRF-R2/CRF-BP, CRF-induced calcium fluorescence; inhibition, % at 11.8 µM; actives 0.59% (n = 350,000);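 active = inhibition of the ligand-induced calcium signal above about 50% at the single tested concentration, limit read from the data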
# Numbers without * were called inactive; . = no result given.
1: CC(=O)c1c(C)[nH]c(C(=O)OCC(=O)NCCC(C)C)c1C
2: CCC(C)(C)NC(=O)C(c1ccc(O)cc1)N(C(=O)Cn1nnc2ccccc21)c1ccc(NC(C)=O)cc1 (configuration not stated)
3: CC1CCCCN1C(=O)CSc1nnc(-c2cccs2)o1 (configuration not stated)
4: CCOc1ccccc1OCCCC(=O)Nc1cccc(S(=O)(=O)N2CCOCC2)c1
5: NC(=O)c1ccsc1NC(=O)COC(=O)C1=NNC(=O)CC1
6: S=c1[nH]nc(C2CCCCC2)n1/N=C/c1ccccc1Cl
7: Nc1nc(N)c(-c2cccc(C(F)(F)F)c2)c(Cc2cccc(C(F)(F)F)c2)n1
8: S=C(Nc1ccccc1)Nc1cccc(Br)c1
9: COC(=O)c1ccccc1NC(=O)CN1CCN(C23CC4CC(CC(C4)C2)C3)CC1
10: C=CCCC(=O)N1C[C@H]2CON(C)[C@H]2C[C@H]1c1cccc(Oc2ccccc2)c1
screen / no.,1,2,3,4,5,6,7,8,9,10
M5 PAM,1,11,0,-5,4,-5,7,-7,-3,-2
CRFBP-R2 agonist,1.0,1.4,-0.9,-1.0,0.1,-2.6,15,0.3,0.3,-1.9
CHRM1 PAM,-1,2,14,-4,8,-13,6,3,-19,-1
M4 PAM,-1,18,0,-7,1,1,4,0,-25,1
CHRM4 antagonist,-12,-9,-1,14,7,-12,1,-4,13,1
M4 ag,3,1,1,5,0,0,5,2,2,0
M5 antag,-6,-6,9,3,10,3,8,4,10,9
CHRM5 agonist,5,-1,-3,1,0,-5,7,1,-6,0
CRFBP-R2 block,13,2,-14,5,-2,1,-7,-2,-40,-9

11: O=C(NC(=S)Nc1cccc(Cl)c1N1CCCCC1)c1cccs1
12: CCCCC12CN3CCN(CC(C3)/C1=N\NC(=O)Nc1ccccc1)C2
13: N#CCSc1ncccc1-c1nc2ccccc2[nH]1
14: CC1(c2ccccc2Cl)NC(=O)N(CC(=O)NCCC2=CCCCC2)C1=O (configuration not stated)
15: CSc1ccc(C#N)cc1NC(=O)c1ccc(Cl)cc1Cl
16: COc1ccc([N+](=O)[O-])cc1NC(=S)NC(=O)C(C)(C)C
17: Cc1noc(C)c1S(=O)(=O)N(C)CC(=O)Nc1ccc(F)cc1
18: Cc1ccccc1N=C1NC(=O)/C(=C/c2cccn2C)S1
19: COc1ccccc1NC(=O)CSc1nnc(-c2ccoc2C)n1CC1CCCO1 (configuration not stated)
20: CC(=O)Nc1cccc(-c2ccnc3c2CC(C(=O)NCC2CCOCC2)O3)c1 (configuration not stated)
screen / no.,11,12,13,14,15,16,17,18,19,20
M5 PAM,3,5,-6,3,-2,0,-4,1,-6,0
CRFBP-R2 agonist,-1.6,-0.3,-0.6,-0.1,-1.9,-2.0,-1.5,0.3,-2.2,.
CHRM1 PAM,1,6,-4,9,-3,3,1,-3,2,8
M4 PAM,8,4,1,5,13,-5,0,-6,0,4
CHRM4 antagonist,-3,-11,-16,4,-2,6,-12,6,9,-20
M4 ag,0,2,4,1,1,-1,3,1,0,1
M5 antag,-6,-5,-10,4,9,8,-6,3,10,-3
CHRM5 agonist,1,-8,-5,2,-9,-1,1,2,-4,-1
CRFBP-R2 block,-53,-13,-1,-7,-7,2,1,-14,-1,.

21: O=C(OCCOc1ccccc1)c1n[nH]c2ccccc12
22: Cc1ccc(-c2nc(CC(=O)Nc3cccc(S(=O)(=O)NC4=NCCC4)c3)cs2)cc1
23: CCOC(=O)C1=C(C)Nc2ccccc2N=C1NC(=O)Cc1ccc(Cl)c(Cl)c1
24: CCCCC[C@H](O)/C=C/[C@@H]1[C@@H](C/C=C\CCCC(=O)OC)[C@@H](O)C[C@H]1O
25: O=S1(=O)CC(N2CCC(c3ccccc3)CC2)CN1Cc1ccccc1 (configuration not stated)
26: Cc1ccc(/C=C2\SC(=O)N(CCNC(=O)C3CSC4(C)CCC(=O)N34)C2=O)cc1 (configuration not stated)
27: O=C(Cc1ccc(Br)cc1)OCC(=O)N1CCc2ccccc2C1
28: O=C1NC[C@H](CCCCN2CCN(Cc3ccccc3)C(=O)C2=O)N(CCc2ccc(O)cc2)C1=O
29: Cc1cc(O)c(Oc2cc(C)cc(O)c2O)c(O)c1
30: COc1ccccc1NC(=O)N1CCN(CCc2ccccc2)CC1
screen / no.,21,22,23,24,25,26,27,28,29,30
M5 PAM,-10,2,8,-9,4,-4,1,1,0,-1
CRFBP-R2 agonist,-1.2,-0.2,-0.9,0.6,.,-0.6,-1.6,.,-1.1,-0.8
CHRM1 PAM,7,6,5,-6,3,1,7,.,4,-1
M4 PAM,-3,3,2,-7,2,-6,6,2,5,-17
CHRM4 antagonist,16,-11,-6,0,-11,-3,3,0,-2,1
M4 ag,2,1,2,14,3,14,0,0,1,0
M5 antag,10,2,3,2,-8,4,-1,-5,5,8
CHRM5 agonist,-2,-3,0,9,2,0,-5,0,2,-1
CRFBP-R2 block,7,-5,-1,-5,.,-12,7,.,-2,8

31: CCN(c1ccc(NC(=O)COC(=O)c2cc3ccccc3oc2=O)cc1)C(C)C
32: CCOC(=O)C(=CNc1cc(OC)ccc1-n1cccc1)C(=O)OCC
33: O=C(CSc1nc2ccccc2[nH]1)Nc1nc(-c2ccccc2)c(-c2ccccc2)o1
34: CCN1CCN(C(=O)c2cc(-c3cccnc3)nc3ccc(Br)cc23)CC1
35: CCc1ccc(NC(=O)C2CCN(S(=O)(=O)c3c(C)noc3C)CC2)cc1
36: COc1ccc(-c2nc3ccccc3n2OC(C)C(=O)O)cc1 (configuration not stated)
37: Cc1cc([N+](=O)[O-])ccc1NC(=O)Nc1ccc(F)cc1F
38: COc1ccc(N2CSC(=S)N(c3ccc(OC)cc3)C2)cc1
39: CCc1[nH]nc(C(=O)N2CCCC(CO)(Cc3ccc(F)cc3F)C2)c1C (configuration not stated)
40: CCN(CC(=O)Nc1c(F)cccc1F)C(=O)CN1C(=O)NC2(CCCC2)C1=O
screen / no.,31,32,33,34,35,36,37,38,39,40
M5 PAM,-5,-2,5,-12,-8,-5,-3,0,-2,0
CRFBP-R2 agonist,0.0,-2.6,0.8,1.6,-0.4,-0.7,19,-1.7,2.3,-0.5
CHRM1 PAM,5,-1,-2,-13,-4,1,2,8,3,9
M4 PAM,-8,-2,13,-13,2,4,3,5,-2,0
CHRM4 antagonist,5,-14,-7,9,1,0,-7,-16,9,9
M4 ag,0,-3,2,15,7,0,2,1,5,1
M5 antag,18,9,-4,8,13,8,14,0,8,0
CHRM5 agonist,-7,-1,-1,0,-6,-1,0,0,4,-2
CRFBP-R2 block,19,15,-16,-11,4,-9,23,9,-17,1

# Exported with two lines to a compound: nine of the compounds above.
# Sequence of screens: M5 PAM, CRFBP-R2 agonist, CHRM1 PAM, M4 PAM, CHRM4 antagonist, M4 ag, M5 antag, CHRM5 agonist, CRFBP-R2 block
30) COc1ccccc1NC(=O)N1CCN(CCc2ccccc2)CC1
 : -1, -0.8, -1, -17, 1, 0, 8, -1, 8
31) CCN(c1ccc(NC(=O)COC(=O)c2cc3ccccc3oc2=O)cc1)C(C)C
 : -5, 0.0, 5, -8, 5, 0, 18, -7, 19
32) CCOC(=O)C(=CNc1cc(OC)ccc1-n1cccc1)C(=O)OCC
 : -2, -2.6, -1, -2, -14, -3, 9, -1, 15
33) O=C(CSc1nc2ccccc2[nH]1)Nc1nc(-c2ccccc2)c(-c2ccccc2)o1
 : 5, 0.8, -2, 13, -7, 2, -4, -1, -16
34) CCN1CCN(C(=O)c2cc(-c3cccnc3)nc3ccc(Br)cc23)CC1
 : -12, 1.6, -13, -13, 9, 15, 8, 0, -11
35) CCc1ccc(NC(=O)C2CCN(S(=O)(=O)c3c(C)noc3C)CC2)cc1
 : -8, -0.4, -4, 2, 1, 7, 13, -6, 4
36) COc1ccc(-c2nc3ccccc3n2OC(C)C(=O)O)cc1 (configuration not stated)
 : -5, -0.7, 1, 4, 0, 0, 8, -1, -9
37) Cc1cc([N+](=O)[O-])ccc1NC(=O)Nc1ccc(F)cc1F
 : -3, 19, 2, 3, -7, 2, 14, 0, 23
38) COc1ccc(N2CSC(=S)N(c3ccc(OC)cc3)C2)cc1
 : 0, -1.7, 8, 5, -16, 1, 0, 0, 9

# Next records follow:
41: COc1cccc(/C=C2\Oc3cc(OCC(=O)N4CCCCC4)ccc3C2=O)c1OC
42: NS(=O)(=O)c1ccc(CCNC(=S)NC2CCCCC2)cc1
43: C=CCOc1ccc(CNC(C)(C)CO)cc1OCC
44: COc1cccc(OCc2cc(C(=O)N3CCN(C(=O)c4ccco4)CC3)no2)c1
45: CCC(C)N(C(=O)COC(=O)CSc1ccc(C)c(C)c1)C1CCS(=O)(=O)C1 (configuration not stated)
46: CCOC(=O)c1cc(-c2ccccc2)sc1NC(=O)C(C)N1C(=O)c2ccccc2C1=O (configuration not stated)
47: CN(c1ccc(OCC(=O)Nc2nc(-c3ccccc3)cs2)cc1)S(=O)(=O)c1ccc(F)cc1
48: CCC1CCCCN1CCCNC(=O)c1cn(CC)c2ccc(S(=O)(=O)N(C)C3CCCCC3)cc2c1=O (configuration not stated)
49: COc1ccc(C(=O)N2CCN(c3nc(C4CC4)nc4sc(C)c(C)c34)CC2)cc1
50: CC(=O)Nc1cccc(-c2cc(NC=O)c3ncc(-c4ccc(F)c(Cl)c4)n3c2)c1
screen / no.,41,42,43,44,45,46,47,48,49,50
M5 PAM,-3,6,0,-1,-3,0,-5,-4,-1,-9
CRFBP-R2 agonist,0.2,-1.5,-1.4,-0.5,-0.1,-1.9,0.2,0.6,-0.3,.
CHRM1 PAM,-5,7,6,0,8,5,10,-17,4,13
M4 PAM,-6,10,2,0,7,2,-15,-11,20*,-2
CHRM4 antagonist,-3,7,15,-1,1,3,8,33*,-2,6
M4 ag,14,1,0,6,1,0,2,0,0,15
M5 antag,-3,5,4,-4,8,2,5,2,1,10
CHRM5 agonist,0,-1,-4,3,4,0,-2,-8,-4,1
CRFBP-R2 block,6,-20,6,12,0,-12,16,-8,-1,.

51: Cc1cc(C)cc(NC(=O)CSc2nc(=O)n(CCCN3CCOCC3)c3c2CCCC3)c1
52: Cc1nn(Cc2ccccc2)c(C)c1N
53: COc1ccc(CC(=O)Nc2ccc(S(=O)(=O)Nc3nccs3)cc2)cc1
54: COc1ccc(-n2nnc3c(=O)n(CC(=O)OCc4ccccc4)cnc32)cc1
55: CC(=O)N/C(=C\c1ccc(Cl)cc1)C(=O)O
56: Fc1ccc(NC(=S)N/N=C/c2ccc(F)c(F)c2)c(F)c1
57: C=CCOC(=O)c1ccccc1C(=O)OCC1CO1 (configuration not stated)
screen / no.,51,52,53,54,55,56,57
M5 PAM,3,1,11,-8,0,3,3
CRFBP-R2 agonist,0.5,-0.3,-1.0,-0.3,-0.5,-1.8,0.2
CHRM1 PAM,-3,10,11,1,20,8,11
M4 PAM,-6,11,-2,-5,-5,7,12
CHRM4 antagonist,-9,7,3,4,10,8,-6
M4 ag,2,0,-1,1,-1,-3,1
M5 antag,-1,-1,-9,4,1,-3,8
CHRM5 agonist,-5,-3,-4,2,2,-2,2
CRFBP-R2 block,4,8,2,22,-7,-1,3

# Screening results (PubChem BioAssay)
